AmpC inh no detg – blocks E. coli AmpC beta-lactamase in detergent-free assay | Potency, µM (series often up to 57.1 µM), for inactives: at the highest dose activity change, negative = inhibition, usual class: inhibitors | AID 485341 | 330,000 tested, 0.52% active | AmpC nitrocefin hydrolysis, absorbance 480 nm, 0.0001% Triton;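 also: potency is read from the fitted curve at half-maximal effect; plate controls were no compound for no effect and no enzyme for full effect; nearly all actives have a fitted effect of over 20% in size; some results filed as inactive show a strong effect at the top dose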
Target sequence (P00811 whole entry, looked up): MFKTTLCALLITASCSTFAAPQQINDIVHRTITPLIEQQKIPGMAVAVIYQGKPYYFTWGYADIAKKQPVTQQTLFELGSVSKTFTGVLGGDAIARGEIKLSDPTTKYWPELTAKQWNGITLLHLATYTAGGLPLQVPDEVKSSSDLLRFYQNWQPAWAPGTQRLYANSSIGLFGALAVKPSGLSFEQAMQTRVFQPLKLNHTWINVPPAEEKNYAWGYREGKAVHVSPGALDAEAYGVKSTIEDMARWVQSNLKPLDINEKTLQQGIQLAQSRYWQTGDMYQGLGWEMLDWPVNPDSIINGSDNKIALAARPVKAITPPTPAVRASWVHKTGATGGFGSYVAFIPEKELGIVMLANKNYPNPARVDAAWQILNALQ
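AmpC (5.3 nM in the dispensed reagent) in 20 mM phosphate pH 7.0 with 0.01% (detergent screen) or 0.0001% Triton X-100 was preincubated with compounds for 15 min at room temperature. Nitrocefin was then added from an 800 uM solution, and hydrolysis was followed at 480 nm.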
Tb PYK inh – T. brucei pyruvate kinase inhibition; Q57TT1; TbPYK enzyme, Kinase-Glo Plus ATP luminescence, 45 min; Potency, µM (highest dose often 76.8 µM), for the others: at the top dose activity, negative = inhibition, hits mostly inhibitors; 410,000 tested, 0.12% active; also: potency is read from the fitted curve at half-maximal effect; nearly all actives have a fitted effect of over 50% in size
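Luminescence from Kinase-Glo Plus, added after a 45-minute room-temperature reaction, served as the end-point read-out. The enzyme and substrate were preincubated with compound before ADP (130 uM final) initiated turnover. Concentration-effect curves came from normalized qHTS data.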
Sm TGR block – inhibitors of Schistosoma mansoni thioredoxin glutathione reductase; Q962Y6; 360,000 tested, 3% active; Potency, µM (series often up to 114 µM), without a hit: top-dose activity change, negative = inhibition, most hits filed as inhibitors; AID 485364; purified TGR, DTNB reduction, TNB absorbance 405 nm; also: potency is read from the fitted curve at half-maximal effect; nearly all actives have a fitted effect of over 60% in size
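First, TGR (20 nM dispensed) and NADPH were mixed with compound. Second, a 15 min room-temperature incubation followed. Third, further NADPH and then DTNB were added to start the reaction. Finally, TNB absorbance was monitored kinetically.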
AmpC detergent – AmpC beta-lactamase inhibition with detergent present. 370,000 tested, 0.041% active. AID 485294. Potency, µM (top dose mostly 114 µM), for the others: top-dose activity change, negative = inhibition, hits mostly inhibitors. AmpC hydrolysis of nitrocefin, absorbance 480 nm, 0.01% Triton;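 also: potency is read from the fitted curve at half-maximal effect; 0% = no-compound wells and -100% = no-enzyme wells; nearly all actives have a fitted effect of over 25% in size; some results filed as inactive show a strong effect at the top dose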
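AmpC (5.3 nM in the dispensed reagent) in 20 mM phosphate pH 7.0 with 0.01% (detergent screen) or 0.0001% Triton X-100 was preincubated with compounds for 15 min at room temperature. Nitrocefin was then added from an 800 uM solution, and hydrolysis was followed at 480 nm.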
AMA1 RON2 block – disrupts binding of P. falciparum AMA1 to RON2; AlphaScreen AMA1-biotinylated RON2 peptide binding; 360,000 tested, 0.2% active; Potency, µM (series often up to 58.2 µM), for inactives: at the top dose activity change, negative = inhibition, most hits filed as inhibitors;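 also: potency is read from the fitted curve at half-maximal effect; 0% = vehicle wells and -100% = peptide control; nearly all actives have a fitted effect of over 45% in size; some results filed as inactive show a strong effect at the top dose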
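AMA1 (3D7) with his tag at 25 nM final met compounds first, then biotinylated RON2 peptide at 25 nM; detection used donor plus acceptor beads, 10 µg/mL apiece, read by AlphaScreen after 30 min at room temperature.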
LmPK inhibitor – LmPK (Leishmania mexicana) enzyme inhibition. Q27686. purified LmPK, Kinase-Glo ATP luminescence, 1 h. Potency, µM (titrated, usually from 57.5 µM), for the others: at the top dose activity change, negative = inhibition, most hits filed as inhibitors. 290,000 tested, 0.37% active. AID 1721; also: potency is read from the fitted curve at half-maximal effect
Target sequence (Q27686 whole entry, looked up): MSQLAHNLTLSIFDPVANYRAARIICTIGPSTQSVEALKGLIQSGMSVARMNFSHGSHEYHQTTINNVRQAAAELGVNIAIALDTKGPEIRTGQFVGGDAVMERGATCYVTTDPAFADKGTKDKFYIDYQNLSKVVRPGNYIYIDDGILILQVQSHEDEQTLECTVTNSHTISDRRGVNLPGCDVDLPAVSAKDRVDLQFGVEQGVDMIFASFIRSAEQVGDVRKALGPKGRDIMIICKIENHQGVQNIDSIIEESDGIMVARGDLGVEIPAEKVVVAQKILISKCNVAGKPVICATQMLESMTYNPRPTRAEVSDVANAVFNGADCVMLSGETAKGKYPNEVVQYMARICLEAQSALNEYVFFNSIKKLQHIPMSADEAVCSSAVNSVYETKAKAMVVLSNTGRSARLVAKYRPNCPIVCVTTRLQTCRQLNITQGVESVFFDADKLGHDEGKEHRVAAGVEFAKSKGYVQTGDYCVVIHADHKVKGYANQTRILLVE
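Pyruvate kinase activity monitored as ATP production (luciferase luminescence). Conditions: 0.1 nM enzyme, 0.5 mM PEP, 0.1 mM ADP, 1 h, RT; normalized against uninhibited and no-enzyme wells.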
HCMV antiviral – blocks human cytomegalovirus replication. activity change, negative = inhibition, % at 57.5 µM. HFF cells, HCMV-luciferase reporter, 72 h; active compounds read low. 410,000 tested, 4.5% active; in the data active = activity change below about -60%; inconclusive = no clear call, values can overlap the other calls; inactive = above about -39%
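Human foreskin fibroblasts infected with luciferase-reporter HCMV at MOI 1 PFU/cell, compounds at two doses. Luciferase measured 72 h post infection; normalized to buffer-only basal and Salinomycin (10uM) controls.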
Starred values were filed as active, the others as inactive; ? = inconclusive; . = no result given; [ ] = remark or other dose. Unless noted, calls follow the shape of the dose curve; as a rule, active = well fitted curve in the direction sought with a large enough effect; inconclusive = small, poorly fitted or top-dose-only effect, or another doubt; inactive = no such curve, though single readings can be large; an effect the other way counts as inactive or inconclusive. Unless noted, % is scaled to controls: 0 for no effect and ±100 for the full control effect.

SMILES | AmpC inh no detg | Tb PYK inh | Sm TGR block | AmpC detergent | AMA1 RON2 block | LmPK inhibitor | HCMV antiviral
CCOC(=O)c1sc(Nc2nc3c(OC)cccc3s2)cc1C | -25% | -12% | 4% | -2% | -11%[11.6 µM] | 2% | -5
COc1cc(CN(C(=O)c2ccco2)C2CCS(=O)(=O)C2)cc(OC)c1OC (stereo not drawn) | -9% | -4% | 0% | -12% | -1% | 4% | -5
O=C(CSCc1ccc(F)cc1)NCc1cccs1 | -15% | -4% | -4% | ? | -12% | 0% | -16
O=C(CSc1ccc2nnc(-c3ccccc3)n2n1)N1CCCCC1 | . | -7% | . | . | -14% | . | -22
Cn1c(O)c(/C=C2\C=Nc3ccccc32)c(=O)n(C)c1=O | -13% | -2% | -28% | -1% | 0% | -8% | 87
CC(=O)Nc1ccc(SCC(=O)Nc2ccc3c(c2)OCCO3)cc1 | -26% | 0% | . | . | -1% | . | 1
c1ccc(C[n+]2ccc3ccccc3c2)cc1 | . | 1% | . | . | -6% | . | -25
Cc1nc(NCc2ccccc2)[nH]c(=O)c1CCC(C)C | -41% | 0% | -1% | 2% | -3% | -4% | -17
Cc1ccc(C2CC(=O)c3cnc(NC(=O)c4ccco4)nc3C2)cc1 (stereo not drawn) | -3% | 5% | ? | 9% | 3% | -1% | 8
O=C(Nc1ccc(N2CCC(N3CCCCC3)CC2)c(C(=O)O)c1)c1ccc(Br)cc1 | . | -3% | -10% | 1% | . | . | 27
CCn1c(SCC(=O)N/N=C\c2ccccc2OCC(=O)O)nnc1-c1ccc(Cl)cc1 | -22% | 4% | -21% | 1% | 2% | -1% | ?
COC(=O)c1c(C(=O)OC)c(-c2ccccc2)n2c1CCC2 | -11% | 1% | 22% | 2% | -5% | 4% | -23
O=C(CSCc1nc2ccccc2[nH]1)Nc1ccc(Oc2ccccc2)cc1 | -15% | -12% | 8% | -8% | -15% | -3% | -28
Cc1ccc2cc(CN(Cc3ccco3)C(=O)c3cccs3)c(=O)[nH]c2c1 | -31% | -14% | 40µM* | -5% | -5% | 4% | 102
Cc1cc(CNC(=O)CC2C(=O)NCCN2Cc2ccccc2)nn1C (stereo not drawn) | 8% | 0% | ? | -2% | 57%[activator] | -7% | 9
CCOc1ccc(OCC(=O)OC(C)C(=O)NC2CCCCC2C)cc1 (stereo not drawn) | 55% | -11% | 3% | 5% | 10%[11.6 µM] | . | -33
COCCOC(=O)c1c(C)oc2ccc(OC(=O)COc3c(F)c(F)c(F)c(F)c3F)cc12 | -15% | -5% | -1% | -4% | 0% | -12% | -7
NC(=O)c1ccc(-c2ccc(N3C(c4ccsc4)=Cc4ccc(F)cc4C3CC(=O)c3ccco3)cc2)cc1 (stereo not drawn) | . | 0% | . | . | -15% | . | -7
O=C(OCC(=O)c1ccccc1Cl)c1cnccn1 | -12% | -6% | -9% | -14% | -5% | -4% | 34
CC(C)Cn1c(CN2CCN(c3cccc(Cl)c3)CC2)nc2c1c(=O)[nH]c(=O)n2C | . | 5% | -4% | 7% | . | . | ?
COC(=O)C1CCN(C(=O)CCC2CCCCC2)CC1 | 6% | -7% | -16% | -1% | -9% | -2% | 53
COc1ccc(CNC2CCCCC2)cc1 | -12% | -11% | -11% | ? | -2% | -6% | 29
CCOc1ccc(NC(=O)c2cn(C)c(=O)c3cc(OC)c(OC)cc23)cc1 | . | -8% | 3% | 8% | . | . | 24
CCn1c(-c2cccnc2Cl)nc2ccccc21 | -12% | 8% | 9% | 2% | -17% | 1% | 0
NC(=O)C1CCN(CCC(=O)Nc2ccc(F)c(F)c2)CC1 | -6% | 4% | 3% | ? | 1% | -1% | 13
Next part.
SMILES | AmpC inh no detg | Tb PYK inh | Sm TGR block | AmpC detergent | AMA1 RON2 block | LmPK inhibitor | HCMV antiviral
CN(C)S(=O)(=O)c1ccc(N2CCOCC2)c(C(=O)O)c1 | -12% | -6% | -13% | 4% | -2% | -1% | 29
Nc1cc2ccccc2oc1=O | -8% | -3% | -21% | ? | 0% | 2% | 37
Cc1ccccc1NC1=NC(=S)N(c2ccccc2)C12CCCCC2 | -13% | -4% | -17% | ? | -20% | 6% | -17
COc1ccc(-c2ccc3c(c2)CN(C(=O)CCc2ccccc2)Cc2cnnn2-3)cc1 | . | 2% | . | . | -1% | . | -2
O=C(NNS(=O)(=O)c1ccc(Cl)cc1)c1cnn(-c2ccccc2)c1-n1cccc1 | -16% | 1% | 10% | 3% | 14% | 1% | 25
C/C(=N\Nc1ncc(Cl)cc1Cl)c1ccc2c(c1)OCO2 | -10% | 0% | 14% | 8% | -1% | 2% | 30
Cc1nc(N2CCOCC2)c(C#N)c(C)c1Br | -7% | 7% | -8% | -3% | -17% | -3% | -22
N=c1n(Cc2ccccc2)c2ccccc2n1CC(O)c1ccco1 (stereo not drawn) | -7% | 3% | 12%[11.4 µM] | -3% | 1% | 0% | -9
Cc1cc(C(=O)CCC(=O)NC(C)c2ccc(S(N)(=O)=O)cc2)c(C)s1 (stereo not drawn) | -28% | -3% | -15% | -9% | 2% | . | 12
CCOc1ccc(C(=O)N/N=C/c2cc([N+](=O)[O-])cs2)cc1 | -21% | -1% | -2% | -3% | 0% | 0% | ?
Cc1ccc(S(=O)(=O)Nc2ccc3c(c2)OCCO3)c(C)c1NS(C)(=O)=O | -7% | -4% | 9% | -4% | -3% | -1% | 10
O=C(NCc1ccncc1)C1CCCN(S(=O)(=O)Cc2ccccc2)C1 (stereo not drawn) | -12% | -5% | -30% | -3% | -5% | -6% | 28
Cc1cccc(-c2onc3ccc(C4(C)OCCO4)cc23)c1 | 12% | -3% | -12% | -5% | 2% | 2% | ?
Cc1nn2c(N3CCOCC3)cc(C(C)(C)C)nc2c1-c1ccccc1 | -7% | 4% | 7% | 2% | 1% | 1% | 31
CC(C)N(Cc1nc(-c2ccccc2)no1)C(=O)c1ccc(Br)o1 | 11% | -7% | 6% | 2% | 0% | -6% | 37
CCCCC[C@H](C)N1C[C@@H](COCc2ccccc2)Oc2cc(N3CC[C@@H](O)C3)ccc2S1(=O)=O | . | 1% | . | . | -18% | . | -3
N#Cc1ccc(OCC(=O)N/N=C2/CC(c3ccccc3)Oc3ccccc32)cc1 (stereo not drawn) | -33% | -7% | 0% | -20% | 28% | 2% | -19
CCOc1cc(C(=O)NC(C)C2CC3CCC2C3)cc(OCC)c1OCC (stereo not drawn) | . | -2% | . | . | -14% | . | -23
OC(c1ccc(F)c(F)c1)c1nc(-c2cccc(C(F)(F)F)c2)cs1 (stereo not drawn) | . | 0% | . | . | 15% | . | 16
Cc1occc1C(=O)N/N=C/c1ccccc1[N+](=O)[O-] | -19% | -11% | -11% | 4% | -3% | 14µM* | 164
CCCS(=O)(=O)N1CC(=O)N(c2cc(C)ccc2C)C(C)(C(=O)NC2CCCCCC2)C1 (stereo not drawn) | . | 6%[15.4 µM] | -6% | -13% | . | . | 0
CCOC(=O)N1CCN(c2c(N3CC=C(c4ccccc4)CC3)c(=O)c2=O)CC1 | 100%[activator] | 1% | -4% | -3% | -1% | 8% | 26
Cc1ccc2c(C)c(C(=O)N(Cc3ccccc3)C3CCS(=O)(=O)C3)oc2c1 (stereo not drawn) | 64%[activator] | 2% | -2% | -13% | -9% | 2% | -28
CC(C)(C)OC(=O)N1O[C@H]2C[C@@H]1[C@@H]1[C@@H]2N=NN1C12CC3CC(CC(C3)C1)C2 | 77%[activator] | -3% | . | . | -17% | . | -17
Cc1ccc(-c2nc3cc(Br)cnc3nc2-c2ccc(C)cc2)cc1 | -22% | 5% | 3% | 2% | -13% | 1% | -37
(continued)
SMILES | AmpC inh no detg | Tb PYK inh | Sm TGR block | AmpC detergent | AMA1 RON2 block | LmPK inhibitor | HCMV antiviral
Cc1ccc(-c2csc(Nc3ccc(C(=O)O)cc3)[n+]2Cc2ccccc2)cc1 | -17% | 0% | . | 7% | 3% | 2% | 31
O=C(Cn1ccc2ccccc2c1=O)NCC(=O)N1CCC2(CC1)OCCO2 | -20% | 0% | 11% | 0% | 4% | 0% | 13
COc1ccc(NC(=O)O/N=C/c2ccccc2Cl)cc1 | -56% | -1% | 7% | -11% | -8% | -1% | 27
O=C(NC1CCCc2ccccc21)C1CCN(C(=O)c2sccc2-n2cccc2)CC1 (stereo not drawn) | 56% | 2% | -2% | ? | -14% | 5% | -5
Cc1nnsc1C(=O)Nc1ccc(Cl)cc1 | -24% | -4% | -4% | -4% | 9% | -2% | ?
CCOP(=O)(c1ccccc1)C(O)c1ccc(Br)cc1 (stereo not drawn) | -4% | -10% | -3% | -12% | 0% | 0% | 10
CC1CCN(C(=O)c2cc3ccccc3cc2O)CC1 | -26% | -4% | 2% | 3% | 0% | -5% | 33
O=C(Nc1sc2c(c1C(=O)O)CCC2)c1ccccc1F | -39% | 7% | -9% | -3% | -3% | -22% | 66
CCOC(=O)CCc1c(C)c2ccc(OCC)c(C)c2oc1=O | -16% | -1% | -6% | 1% | 3% | 4% | -7
CC(C)/C=C/C(=O)N1CCC(N2CCC(C(=O)N3CCOCC3)CC2)CC1 | -2% | 0% | -1% | -2% | 14% | -2% | 8
COC(=O)CCSc1cc([N+](=O)[O-])cc2c1c(C1OCCS1)nn2-c1ccccc1 (stereo not drawn) | 1% | -3% | 0% | -8% | -28% | -2% | 5
O=C(NCC(c1cccnc1)N1CCc2ccccc2C1)c1ccc(F)c(F)c1 (stereo not drawn) | . | -8% | 0% | 12% | . | . | -3
